Source: PubChem (National Center for Advancing Translational Sciences (NCATS))
S-ASM inh – inhibitors of human secretory acid sphingomyelinase | P17405 | placental ASM, HMU-PC fluorogenic substrate, 60 min | Potency, µM (doses to about 57.5 µM), for the others: top-dose activity change, negative = inhibition, hits mostly inhibitors | 340,000 tested, 0.006% active; note: potency is the fitted concentration of half-maximal effect
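Human placenta-derived ASM preincubated with compound 10 min at room temperature, then reacted with 9 uM (final) fluorogenic HMU-PC substrate for 60 min at 37 C. Stop solution raises pH to 10; fluorescence read at Ex 386/Em 447 nm.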
GALK inh – blocks human galactokinase activity; AID 1868; Potency, µM (titrated, usually from 57.5 µM), inactives show at the highest dose activity change, negative = inhibition, hits mostly inhibitors; 270,000 tested, 0.007% active; Purified GALK, Kinase-Glo residual ATP luminescence; P51570; note: potency is the fitted concentration of half-maximal effect; % is set by controls: 0 for no effect and ±100 for the full control effect
Target sequence (P51570 whole entry, looked up): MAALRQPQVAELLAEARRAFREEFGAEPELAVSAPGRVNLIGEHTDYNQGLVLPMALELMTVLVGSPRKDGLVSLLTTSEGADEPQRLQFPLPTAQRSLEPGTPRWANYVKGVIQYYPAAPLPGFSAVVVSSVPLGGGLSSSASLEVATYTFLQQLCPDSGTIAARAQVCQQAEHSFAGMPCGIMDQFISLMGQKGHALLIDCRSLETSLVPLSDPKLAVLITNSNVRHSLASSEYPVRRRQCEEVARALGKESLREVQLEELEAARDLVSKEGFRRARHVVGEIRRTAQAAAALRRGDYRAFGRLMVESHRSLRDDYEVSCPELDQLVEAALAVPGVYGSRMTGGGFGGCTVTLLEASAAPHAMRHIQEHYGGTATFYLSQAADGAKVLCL
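Galactose (100 uM) and ATP (35 uM) were turned over by 5 nM GALK for 1 h at RT. Kinase-Glo Plus then converted the remaining ATP into a luminescent signal.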
AT treatment – potential ataxia-telangiectasia treatment; […] A-T fibroblasts, KAP-1 phosphorylation AlphaLISA; neocarzinostatin DNA damage 30 min before lysis; Potency, µM (series often up to 57.5 µM), inactives show at the highest dose activation, most hits filed as activators; AID 485349; 320,000 tested, 0.19% active; note: potency is the fitted concentration of half-maximal effect; % of control where 0% means no effect; nearly all actives have a fitted effect of over 45% in size
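hTERT-immortalized A-T patient fibroblasts ([…]), 500 cells/well in OPTI-MEM, 1% FBS, got compounds for 60 min, then NCS for 30 min at 37C. Lysates were then assayed for phospho-KAP-1 by AlphaLISA (anti-pKAP1 donor, anti-KAP1 acceptor beads), 6 hr at 25C.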
TRPV1 ag – activates the human vanilloid receptor TRPV1; Q8NER1; TRPV1-expressing cells, Fluo-8 calcium influx, agonist mode; activation, % at 8.33 µM; 320,000 tested, 0.19% active; AID 540275; in the data active = activation above about 80%; inconclusive = between about 30% and that limit; note: 0% is about no effect
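Fluo-8 calcium influx in TRPV1-expressing cells, kinetic read (ex 480/em 520 nm). Compound added and read 3 min for agonist activity, followed by capsaicin at EC20 final and 2 min further read for enhancement.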
Integrin act MD – activators of alpha7 integrin expression for muscular dystrophy; alpha7betagal myoblasts, beta-gal FDG fluorescence, 48 h; Potency, µM (top dose mostly 38.3 µM), for the others: top-dose activation, most hits filed as activators; 350,000 tested, 0.064% active;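 note: potency is the fitted concentration of half-maximal effect; 100% = response of the positive control SU9516; nearly all actives have a fitted effect of over 60% in size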
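Alpha7betagal+/- myoblasts (passage 13) were plated 16-24 hr, then exposed to compounds (1:260 dilution of DMSO stock) for 48 hours at 37C. After MPER lysis, β-galactosidase reporter activity was read as FDG fluorescence (ex 480/em 540) after 30 minutes.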
CXXC DNA block – blocks binding of human MLL CXXC domain to DNA. MLL-CXXC / FITC-HOXA9 DNA fluorescence polarization. Potency, µM (series often up to 115 µM), for inactives: at the top dose activity change, negative = inhibition, hits mostly inhibitors. 290,000 tested, 0.037% active; active = well fitted inhibition curve with a large enough effect in the polarisation, with a control signal flat, not every such curve was filed as active; inconclusive = small, poorly fitted or top-dose-only effect, or effect the other way, or a change in a side signal; inactive = no such curve, though single readings can be large or run the other way; the % refers to the polarisation; note: potency is the fitted concentration of half-maximal effect
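Fluorescence polarization: 7 uM MLL-CXXC (stock) preincubated 5 min with compounds, then 50 nM fluorescein-HOX-A9 DNA (stock) added; 30 min ambient. Buffer 50 mM Tris-HCl pH 7.5, 50 mM NaCl, 1 mM DTT, 0.05% BSA.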
MBNL1-CUG inh – blocks human MBNL1 binding to CUG repeat RNA; Q9NR56; TR-FRET MBNL1-His/biotin-(CUG)12 binding, 665/545 ratio; Potency, µM (top dose mostly 57.5 µM), without a hit: top-dose activity change, negative = inhibition, hits mostly inhibitors; 280,000 tested, 0.036% active; active = well fitted inhibition curve with a large enough effect in the signal ratio, with a control signal flat, not every such curve was filed as active; inconclusive = small, poorly fitted or top-dose-only effect, or effect the other way, or a change in a side signal; inactive = no such curve, though single readings can be large or run the other way; the % refers to the signal ratio; note: potency is the fitted concentration of half-maximal effect; % is set by controls: 0 for no effect and ±100 for the full control effect
Target sequence (Q9NR56 whole entry, looked up): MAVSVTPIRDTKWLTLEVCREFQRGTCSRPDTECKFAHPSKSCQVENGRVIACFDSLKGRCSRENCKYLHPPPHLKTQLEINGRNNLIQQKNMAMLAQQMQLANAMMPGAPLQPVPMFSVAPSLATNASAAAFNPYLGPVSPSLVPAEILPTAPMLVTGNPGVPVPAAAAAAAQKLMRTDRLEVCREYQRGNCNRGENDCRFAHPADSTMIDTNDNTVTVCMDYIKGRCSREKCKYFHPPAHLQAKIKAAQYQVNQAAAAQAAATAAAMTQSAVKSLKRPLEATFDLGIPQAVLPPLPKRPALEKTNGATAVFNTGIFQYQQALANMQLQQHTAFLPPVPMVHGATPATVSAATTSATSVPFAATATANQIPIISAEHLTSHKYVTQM
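TR-FRET readout: Ex 340 nm, 665/545 nm emission ratio, normalized to buffer-only (basal) and MBNL1-(CUG)12 controls. Complex of MBNL1-His with Biotin-(CUG)12, compounds 92 nM–58 uM, incubated 60 min at room temperature.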
FBPA coupling cs – coupling enzyme interference in Giardia aldolase counter-screen | coupling enzyme system counterscreen, AmpLite Red fluorescence | activity change, negative = inhibition, % at 58.2 µM, hits read low | 290,000 tested, 0.67% active; in the data active = activity change below about -30%; note: % is set by controls: 0 for no effect and ±100 for the full control effect
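Counterscreen lacking aldolase: glyceraldehyde-3-phosphate coupling-enzyme reagent preincubated 10 min at RT with compound (at 57.5 uM final), then substrate/coupling system with AmpLite Red added; fluorescence read at 525/598 nm after 20 min RT.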
hERG WT inh – KCNH2 (human, wildtype) channel inhibition; U2OS, BacMam KCNH2, thallium flux FluxOr; stronger effect = lower value; activity change, % at 1.84 µM; 340,000 tested, 0.37% active;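 active = maximum activity change below -70%; inconclusive = maximum activity change between -70% and -50%; inactive = maximum activity change above -50%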; note: % is set by controls: 0 for no effect and ±100 for the full control effect
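U2OS cells were transduced with wild-type KCNH2 virus (2.03 x 10^8 / mL) for 4 h at room temperature, then cultured overnight at 37 C. Thallium flux was read with FluxOr dye. Rate constants were normalized to DMSO controls.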
KCNH2 3.1 inh – blocks the human KCNH2 3.1 channel isoform | U2OS KCNH2 3.1, thallium flux FluxOr; stronger effect = lower value | activity change, % (tested at about 1.8 µM) | 340,000 tested, 0.95% active;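 active = maximum activity change below -70%; inconclusive = maximum activity change from -70% to -50%; inactive = maximum activity change above -50%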;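 note: thallium influx rate constant from kinetic fluorescence after stimulation buffer; % is set by controls: 0 for no effect and ±100 for the full control effect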
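FluxOr-based Tl+ influx in U2OS cells transduced with KCNH2 3.1 virus; rate constants normalized to DMSO controls.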
Active calls of the source: *; u = inconclusive; x = no result given; & = joins results of further samples; [ ] = another dose, or the depositor's remark. Unless noted, calls come from the whole dose curve; as a rule, active = well fitted curve in the direction sought with a large enough effect; inconclusive = small, poorly fitted or top-dose-only effect, or another doubt; inactive = no such curve, though single readings can be large; an effect the other way counts as inactive or inconclusive.

SMILES	S-ASM inh	GALK inh	AT treatment	TRPV1 ag	Integrin act MD	CXXC DNA block	MBNL1-CUG inh	FBPA coupling cs	hERG WT inh	KCNH2 3.1 inh
CCN(CC(=O)Nc1ccc(NC(C)=O)cc1)C(=O)c1c(C)nn(-c2ccc(F)cc2)c1Cl	0%	x	35%	x	-11%	x	x	x	29	-44
COC(=O)c1ccc(Cn2nc([N+](=O)[O-])c(Br)c2C)cc1	-2%	1%	4%	7	-1%	0%	u	1	-1	2
O=C(CSc1ccccn1)Nc1cccc(NC(=O)CSc2ccccn2)n1	-3%	1%	11%	-4	-5%	26%	3%	4	-17	-21
CC(=O)Oc1ccccc1C(=O)Nc1ccccc1C(=O)N1CCCC1	-1%	2%	4%	-1	15%	-1%	-5%	4	-8	-1
CCCCNC(=S)N(C)/N=C/c1ccccc1F	-6%	0%	-1%	14	-20%	2%	-10%	3	10	-6
CC(=O)c1sc(NS(=O)(=O)c2ccc(C)cc2)nc1C	5%	-1%	-4%	-2	14%	-13%	29%	8	3	0
CCCCn1c(Oc2ccc(C(=O)OC)cc2)nc2c1c(=O)n(C)c(=O)n2C	-9%	4%	2%	2	-13%	9%	-3%	0	-13	-14
COc1ccc(Nc2cc(C(=O)NCCCN3CCOCC3)c3ccccc3n2)c(OC)c1	-9%	0%	2%	-1	1%	10%	6%	0	1	31
CC(=O)Nc1ccc(S(=O)(=O)N2CCSC2c2ccco2)cc1 (stereo not given)	1%	3%	1%	3	13%	-7%	2%	-1	-13	-1
O=C(O)c1nc(N2CCCCC2)ncc1Cl	4%	1%	12%	0	-5%	-1%	-4%	9	-3	-3
O=C(Cc1ccccc1[N+](=O)[O-])NCCCN1CCOCC1	-1%	-5%	-3%	-3	-43%[inhibitor]	1%	4%	4	-18	-17
CCn1c(SCc2ccc(C(=O)OC)o2)nc2sc3c(c2c1=O)CCCC3	-7%	-4%	5%	-1	23%	-2%	0%	-2	-4	8
CN(Cc1ccccc1)C(=O)COC(=O)c1ccc(Br)c(S(=O)(=O)N2CCOCC2)c1	-3%	x	2%	x	-1%	x	x	x	11	-18
COc1ccc(C)cc1NC(=O)CNC(C)C(=O)Nc1ccc(C(C)=O)cc1 (stereo not given)	-4%	1%	-3%	21	0%	-6%	-9%	-1	3	8
C=C[C@]1(C)C=C2CC[C@H]3[C@@](C)(CCC[C@@]3(C)C(=O)O)[C@@H]2CC1	-10%	x	4%	x	23%	x	x	x	-5	-2
CCn1c(SCC(=O)C(C)(C)C)nnc1-c1cnccn1	9%	-3%	5%	4	25%	-2%	-2%	0	2	3
COC(=O)Nc1sc2c(c1C(N)=O)CCCCCC2	-2%	4%	0%	1	4%	-4%	3%	4	1	11
CC1=C(C(=O)O)N2C(=O)[C@@H](NC(=O)[C@H](N)c3ccccc3)[C@H]2SC1	x	-1%	x	-5	x	-4%&16%	-2%	1&0	x	x
Cc1ccc2c3c(cccc13)-c1ccccc1C2=O	53%[activator]	-2%	25%	7	4%	7%	u	-5	-13	-3
CCc1ccc(C(=O)COC(=O)CNC(=O)CNC(=O)Cc2ccccc2)cc1	2%	2%	-3%	2	3%	-10%	4%	7	-1	-1

Shown with bars between the fields: entries from further up
smiles | S-ASM inh | GALK inh | AT treatment | TRPV1 ag | Integrin act MD | CXXC DNA block | MBNL1-CUG inh | FBPA coupling cs | hERG WT inh | KCNH2 3.1 inh
CCCCNC(=S)N(C)/N=C/c1ccccc1F | -6% | 0% | -1% | 14 | -20% | 2% | -10% | 3 | 10 | -6
CC(=O)c1sc(NS(=O)(=O)c2ccc(C)cc2)nc1C | 5% | -1% | -4% | -2 | 14% | -13% | 29% | 8 | 3 | 0
CCCCn1c(Oc2ccc(C(=O)OC)cc2)nc2c1c(=O)n(C)c(=O)n2C | -9% | 4% | 2% | 2 | -13% | 9% | -3% | 0 | -13 | -14
COc1ccc(Nc2cc(C(=O)NCCCN3CCOCC3)c3ccccc3n2)c(OC)c1 | -9% | 0% | 2% | -1 | 1% | 10% | 6% | 0 | 1 | 31
CC(=O)Nc1ccc(S(=O)(=O)N2CCSC2c2ccco2)cc1 (stereo not given) | 1% | 3% | 1% | 3 | 13% | -7% | 2% | -1 | -13 | -1
O=C(O)c1nc(N2CCCCC2)ncc1Cl | 4% | 1% | 12% | 0 | -5% | -1% | -4% | 9 | -3 | -3
O=C(Cc1ccccc1[N+](=O)[O-])NCCCN1CCOCC1 | -1% | -5% | -3% | -3 | -43%[inhibitor] | 1% | 4% | 4 | -18 | -17
CCn1c(SCc2ccc(C(=O)OC)o2)nc2sc3c(c2c1=O)CCCC3 | -7% | -4% | 5% | -1 | 23% | -2% | 0% | -2 | -4 | 8
CN(Cc1ccccc1)C(=O)COC(=O)c1ccc(Br)c(S(=O)(=O)N2CCOCC2)c1 | -3% | x | 2% | x | -1% | x | x | x | 11 | -18

Next part.
SMILES	S-ASM inh	GALK inh	AT treatment	TRPV1 ag	Integrin act MD	CXXC DNA block	MBNL1-CUG inh	FBPA coupling cs	hERG WT inh	KCNH2 3.1 inh
Cc1cc(C(=O)NNC(=O)c2ccc(C)c([N+](=O)[O-])c2)c(C)o1	-2%	x	0%	2	-20%	x	x	x	1	4
Cc1cc(C(=O)Nc2ccc3c(c2)OCO3)cs1	5%	0%	-2%	u	24%	5%	-7%	-12	-6	-2
O=C(Nc1cccs1)Nc1c(F)c(F)c(F)c(F)c1F	-4%	0%	-3%	6	-49%[inhibitor]	29%	x	0	8	8
O=C(CCC(=O)N(CC(=O)NC1CCCC1)C1CCCC1)Nc1ccccn1	2%	0%	1%	7	-5%	-5%	6%	2	-4	-1
CCCCc1cc(=O)oc2cc(OCc3nn[nH]n3)c(Cl)cc12	40%[activator]	-3%	-2%	0	14%	-25%	3%	3	1	2
COc1ccc(-c2c(-c3cc(OC)c(OC)c(OC)c3)noc2C)cn1	-4%	x	-8%	u	12%	0%	-16%	-1	-7	-5
COC(=O)c1ccc(CNC(=O)/C=C/c2cc([N+](=O)[O-])ccc2OC(F)F)cc1	-19%	-1%	-3%	0	-24%	9%	u	5	1	x
CCCc1cc(=O)n2nc(N3CCC(C(=O)NCc4ccc(C)o4)CC3)sc2n1	2%	0%	-14%	-3	-30%	10%	1%	x	-3	-31
CSCCC(NC(=O)c1ccc([N+](=O)[O-])cc1Cl)C(=O)OCC(=O)NC1CCCC(C)C1C (stereo not given)	-3%	-1%	2%	19	-2%	-4%	u	2	7	-1
COC(=O)c1ccc(/C=C/c2nc3ccccc3c(=O)[nH]2)cc1	3%	-1%	x	0	-4%	8%	6%	1	-3	3
Cc1c(C(=O)NCCCc2ccccc2)cccc1[N+](=O)[O-]	-2%	1%	-3%	3	-12%	3%	-6%	-2	10	4
CCOC(=O)N1CCN(c2ccc(C(=O)c3ccccc3)cc2F)CC1	8%	9%	16%	u	-34%	0%	0%	0	-10	-5
COC(=O)c1ccc(/C=N\NC(=O)c2ccc(C)cc2Cl)cc1	-1%	-5%	4%	x	-9%	0%	-8%	3	-2	7
Cc1sc[n+](CC(=O)c2ccc(Br)cc2)c1C	4%	-3%	1%	-6	24%	37%[activator]	0%	-4	-6	-9
COc1cccc(NC(=O)COC(=O)c2ccc3ccccc3n2)c1	0%	x	2%	x	-15%	x	x	x	-9	2
O=C(Nc1ccccc1O)c1cccc(S(=O)(=O)Nc2ccccc2O)c1	2%	x	x	x	10%	x	x	x	4	13
CCOc1ncnc2c1sc1nc3c(cc12)COC(C)(C)C3	6%	x	x	x	8%	x	x	x	6	17
Cc1ccc(C2C(C#N)=C(N)N(c3cccnc3)C3=C2C(=O)CCC3)s1 (stereo not given)	-1%	0%	-4%	-2	-13%	18%	5%	-15	-2	12
NC(=O)c1c(NC(=O)c2ccncc2)sc2c1CCCCCC2	-1%	-1%	16%	1	-11%	-1%	2%	-1	-7	-9
Cc1cc(-c2ccc(C(C)C)c(S(=O)(=O)Nc3cc(C)on3)c2)on1	0%	5%	7%	1	u	-3%	-14%	-1	-5	1
COc1ccc(CNC(=O)c2cc3c(C)nc4ccccc4c3o2)c(OC)c1	-11%	0%	3%	1	0%	-2%	-13%	-2	-3	-10
O=C(O)C1=C[C@H](c2ccc3c(c2)OCO3)C[C@H](OCCCCO)O1	2%	x	x	x	-23%	x	x	x	-6	11
Cc1ccccc1-c1cc(C(=O)NCc2cccc(Br)c2)n(CC2CC(c3cccnc3)=NO2)n1 (stereo not given)	-21%	x	24%	x	0%	x	x	x	1	-4
COc1ccc(OCCOCCN2CCc3ccccc3C2)cc1	-4%	-1%	11%	0	-11%	0%	2%	4	-10	-13
O=C(Nc1cccc(C(F)(F)F)c1)c1scc2c1OCCO2	0%	1%	0%	-2	7%	3%	x	-1	-9	-9
